CIT2 TOR yeast = modulators of TOR pathway CIT2-GFP in S. cerevisiae | S. cerevisiae CIT2-GFP strain, flow cytometry, 3 h; 100 means same as DMSO wells | GFP response vs DMSO, % at 10 µM | hit rate 0.065% among 320,000 | AID 2029;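 active = GFP response relative to DMSO above a set limit, near the screen mean plus 3 SD, cut at about 150% in these data; inconclusive = Fewer than 70 cells measured for a yeast strain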;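 also: ratio of well median GFP fluorescence to mean of DMSO wells on the plate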
LAP4-GFP MLPCN = modulators of TOR pathway LAP4-GFP in S. cerevisiae; hit rate 0.34% among 320,000; GFP response vs DMSO, % at 10 µM; S. cerevisiae LAP4-GFP multiplex, flow cytometry GFP, 3 h; median GFP as percent of DMSO wells;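 active = GFP response vs DMSO above a set limit, about the screen mean plus 3 SD, cut at about 150% in these data; inconclusive = under 70 cell events counted for the yeast strain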
AHR act = human AHR activation. P35869. AHR-responsive luciferase reporter cells, luminescence. activation, % at 5 µM. hit rate 2.5% among 320,000; in the data active = activation above about 47%;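 also: 0% = vehicle wells and 100% = reference agonist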
Target sequence (P35869 whole entry, looked up): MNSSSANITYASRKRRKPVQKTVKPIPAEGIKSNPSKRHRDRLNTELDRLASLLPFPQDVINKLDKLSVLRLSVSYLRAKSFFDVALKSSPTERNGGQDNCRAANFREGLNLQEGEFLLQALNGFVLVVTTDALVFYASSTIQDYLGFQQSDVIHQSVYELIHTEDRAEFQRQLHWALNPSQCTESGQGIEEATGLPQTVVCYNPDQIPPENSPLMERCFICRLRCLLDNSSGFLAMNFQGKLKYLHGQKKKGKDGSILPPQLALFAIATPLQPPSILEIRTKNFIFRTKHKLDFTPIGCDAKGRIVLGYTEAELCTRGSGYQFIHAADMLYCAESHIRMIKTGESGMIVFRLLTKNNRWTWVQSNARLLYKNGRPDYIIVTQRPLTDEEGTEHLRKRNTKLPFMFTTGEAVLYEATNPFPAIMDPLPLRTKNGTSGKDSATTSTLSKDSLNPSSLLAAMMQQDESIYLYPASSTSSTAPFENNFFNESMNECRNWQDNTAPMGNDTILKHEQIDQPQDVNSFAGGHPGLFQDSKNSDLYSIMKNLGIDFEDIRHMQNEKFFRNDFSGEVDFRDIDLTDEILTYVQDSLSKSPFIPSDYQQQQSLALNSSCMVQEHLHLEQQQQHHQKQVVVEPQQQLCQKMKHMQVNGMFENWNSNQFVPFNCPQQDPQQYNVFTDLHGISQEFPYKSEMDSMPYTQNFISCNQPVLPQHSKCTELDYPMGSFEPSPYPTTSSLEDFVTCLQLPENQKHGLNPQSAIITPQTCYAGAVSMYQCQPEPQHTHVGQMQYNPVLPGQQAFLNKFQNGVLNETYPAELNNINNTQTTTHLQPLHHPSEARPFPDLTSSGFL
Efflux pump inh = inhibitors of Candida antifungal efflux pumps expressed in yeast | inhibition, % at 10 µM | S. cerevisiae Candida pump triplex, Nile Red efflux | hit rate 0.44% among 330,000;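 active = plate passing quality check with inhibition over a set limit, or well fluorescence over plate mean plus 4 SD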;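 also: Nile Red retained in pooled yeast measured as flow cytometry median fluorescence; 0% = buffer negative control and 100% = Enniatin B positive control; higher means more Nile Red kept so more efflux inhibition; some compounds called inactive have numbers as strong as hits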
RPL19A TOR yeast = modulators of TOR pathway RPL19A-GFP in S. cerevisiae. S. cerevisiae RPL19A-GFP strain, flow cytometry, 3 h; stronger effect = lower value. hit rate 0.3% among 330,000. percent response vs DMSO, % at 10 µM;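 active = percent response vs DMSO below 50%; inconclusive = fewer than 70 events counted for the yeast strain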;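 also: median channel GFP fluorescence of the barcoded RPL19A-GFP strain; ratio of sample median GFP to plate DMSO average so 100% = DMSO; lower means less RPL19A-GFP as with rapamycin TOR inhibition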
Yeast superoxide = yeast age-related superoxide inhibition as caloric restriction mimetic; S. cerevisiae aged cells, superoxide DHE fluorescence; stronger effect = lower value; hit rate 0.18% among 330,000; AID 2690; superoxide response (% of plate mean), % at 10 µM;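 active = superoxide response under a set limit, about three screen SD below normal, cut at about 65% in these data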;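 also: yeast aged for seven days with compound at 30 °C before DHE staining; 100% = average MFI of all compound-treated wells on the plate with controls excluded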
MEP2-GFP yeast = modulators of TOR pathway MEP2-GFP in S. cerevisiae; hit rate 0.51% among 330,000; S. cerevisiae MEP2-GFP strain, flow cytometry GFP, 3 h; 100% = DMSO control level; GFP response vs DMSO, % at 10 µM; AID 2016;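 active = GFP response versus DMSO above a set limit, roughly screen mean plus 3 SD, cut at about 180% in these data; inconclusive = fewer than 70 cells counted for a yeast strain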;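 also: median GFP fluorescence of the barcode-gated MEP2-GFP cells per well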
AGP1 TOR yeast = alters AGP1-GFP fluorescence in TOR pathway yeast screen. hit rate 0.02% among 320,000. S. cerevisiae AGP1-GFP multiplex flow cytometry, 3 h; GFP as percent of DMSO wells. GFP response vs DMSO, % at 10 µM;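 active = GFP response relative to DMSO above a set limit, near screen average plus 3 SD, cut at about 150% in these data; inconclusive = fewer than 70 cells counted for the yeast strain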;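 also: median GFP channel fluorescence of the gated AGP1 strain per well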
* = called active by the depositor; ? = inconclusive; nt = not tested or not shown; [ ] = another dose, or the depositor's remark.

SMILES	CIT2 TOR yeast	LAP4-GFP MLPCN	AHR act	Efflux pump inh	RPL19A TOR yeast	Yeast superoxide	MEP2-GFP yeast	AGP1 TOR yeast
COc1cccc(NC(=O)CN(C)C(=O)c2csc3c2CCCC3)c1	102	97	3	-0.1	100	101	100	97
CCOC(=O)c1nn(-c2ccccc2)c(=O)cc1OCC(=O)Nc1cccc(OC)c1	105	108	0	-0.1	100	96	103	107
COC(=O)c1sccc1NC(=S)N1CCN(c2ccccc2)CC1	99	96	8	-0.5	97	95	98	100
CC(C)C(NC(=O)CCNC(=O)c1ccc([N+](=O)[O-])cc1)c1nc2ccccc2[nH]1 (configuration not stated)	96	102	4	0.0	103	105	100	105
Cc1ccc2c(c1)C(c1ccccc1)N(C(=O)c1ccc(F)cc1)CC(=O)N2 (configuration not stated)	102	106	0	-0.2	100	73	92	105
Cc1ccc(C2c3c(oc4cc(C)c(C)cc4c3=O)C(=O)N2CCCN2CCOCC2)cc1 (configuration not stated)	101	105	-3	0.1	99	97	99	100
O=C1C=C(c2cccc(CO)c2)C[C@@H](c2ccc(Cl)cc2)C1	94	94	8	-0.1	93	97	92	91
O=[N+]([O-])c1ccc(S(=O)(=O)Nc2cccc(-c3ccc(N4CCCC4)nn3)c2)cc1	102	100	0	0.0	97	90	99	104
O=C(Cc1cccs1)N1CCN(S(=O)(=O)c2ccc(F)cc2)CC1	90	97	0	0.2	96	107	105	96
COc1ccc(-c2ccnc(SCC(=O)N3CCN(c4ccccc4)CC3)n2)cc1	132	113	6	-0.2	98	67	102	105
Cc1ccc(C(=O)NNC(=S)NCC2CCCO2)cc1[N+](=O)[O-] (configuration not stated)	97[may fluoresce red]	105[may fluoresce red]	-1	0.1	?	106	87[may fluoresce red]	98[may fluoresce red]
O=C(CCNC(=O)c1ccc([N+](=O)[O-])cc1)Oc1ccc(F)c(F)c1	93	94	0	0.3	100	112	104	95
O=C(NCCCn1ccnc1)/C(=C\c1cccnc1)NC(=O)c1ccccc1Br	105	88	0	-2.5	103	83	106	96
COc1ccc(OC)c(NC(=O)Nc2cccc3ccccc23)c1	nt	95	14	0.2	101	94	101	96
NCCCCCc1nnc(SCc2ccc(Cl)c(Cl)c2)o1	104	99	1	0.1	106	96	110	111
CC1(C)CC(=O)C2=C(C1)N(CCN1CCOCC1)C1=C(C(=O)CC(C)(C)C1)C2c1ccc(Cl)cc1	99	107	1	-0.1	96	96	99	101
Cc1cccc(C2c3[nH]c4ccccc4c3CCN2Cc2cccn2-c2ncccn2)c1 (configuration not stated)	99	93	25	-0.1	95	96	99	96
O=C(c1ccc(Cl)c(S(=O)(=O)N2CCOCC2)c1)N1CCc2ccccc2C1	97	101	2	0.0	92	86	93	99
OC(CNCc1ccccc1)c1ccccc1 (configuration not stated)	98	103	-2	0.0	95	111	97	103
COc1ccc(S(=O)(=O)N2CCOC2CNC(=O)C(=O)NCc2ccc3c(c2)OCO3)cc1 (configuration not stated)	99	91	2	-0.1	96	84	95	100
CCCn1nnnc1NC(=O)c1cc(Br)ccc1OC	116	100	8	0.0	120	91	129	113
Cc1[nH]cnc1C(=O)N/N=C/c1c(Cl)cccc1Cl	87	109	37	0.1	96	83	107	91
COC(=O)c1ccc(CNC(=O)c2coc3ccccc3c2=O)cc1	87	94	2	-0.1	101	101	96	97
Cc1ccc(C)c(N(CC(=O)NC2CCCC2)C(=O)c2csnn2)c1	101	98	4	0.0	103	99	101	96
CSc1ccc(S(=O)(=O)N(C)Cc2ccccc2)cc1	78	105	-2	0.1	94	123	99	89
Cc1ccc(OCc2cc(C(=O)N(C)Cc3cc(C4CC4)n[nH]3)no2)cc1C	98	92	6	0.0	94	84	98	95
CCN(CC)CC(=O)NC12CC3CC(CC(C3)C1)C2	100	101	-2	-0.2	99	90	99	99
COc1ccc(C(=O)Oc2ccc3ccc(=O)oc3c2)cc1	92	110	0	-0.2	96	82	94	91
CC(C)(Oc1ccc(Cl)cc1)C(=O)NCc1n[nH]c(=O)c2ccccc12	97	114	16	-0.2	98	96	95	110
CCn1ccnc1CNC(=O)c1ccc(OC2CCN(C(=O)COC)CC2)cc1	111	88	-2	0.3	106	89	112	101

Among those listed so far, these contain a thiophene ring, fused or not.
SMILES	CIT2 TOR yeast	LAP4-GFP MLPCN	AHR act	Efflux pump inh	RPL19A TOR yeast	Yeast superoxide	MEP2-GFP yeast	AGP1 TOR yeast
COc1cccc(NC(=O)CN(C)C(=O)c2csc3c2CCCC3)c1	102	97	3	-0.1	100	101	100	97
COC(=O)c1sccc1NC(=S)N1CCN(c2ccccc2)CC1	99	96	8	-0.5	97	95	98	100
O=C(Cc1cccs1)N1CCN(S(=O)(=O)c2ccc(F)cc2)CC1	90	97	0	0.2	96	107	105	96

(listing goes on)
SMILES	CIT2 TOR yeast	LAP4-GFP MLPCN	AHR act	Efflux pump inh	RPL19A TOR yeast	Yeast superoxide	MEP2-GFP yeast	AGP1 TOR yeast
CCOC(=O)CN1C(=O)C(=O)N(Cc2c(Cl)cccc2Cl)C1=O	104	101	6	-0.1	101	81	100	102
O=C(Cn1nnc(-c2cccs2)n1)Nc1ccccc1C(F)(F)F	97	104	1	-0.1	90	96	102	88
CCOC(=O)c1c(CSC(=N)N)n(-c2ccccc2)c2cc(Br)c(OC(C)=O)cc12	93	106	0	0.0	97	106	97	104
COc1ccc(N2Cc3ccccc3/C2=N\C(=O)Nc2ccccc2)cc1	84	92	0	0.1	87	122	86	87
O=C(NCC1COc2ccccc2O1)c1ccco1 (configuration not stated)	116	118	0	0.0	99	96	125	102
C(=N\N1CCOCC1)/c1nc(-c2ccccc2)n2ccccc12	105	119	36	0.0	100	94	117	104
COc1ccc(-n2c(C)cc(C(=O)COC(=O)c3cc(OC)c(OC)cc3NC(=O)c3cccs3)c2C)cc1	108	91	-1	0.2	103	93	104	104
OCCSc1nnc(Nc2ccccc2)s1	116	116	9	0.0	116	96	120	116
Cc1cccc(C)c1N1CCN(C(=O)N2CCCCC2)CC1	79	91	-4	0.0	96	95	88	87
COc1cc(CN2CCN(c3ccccc3C)CC2)cc([N+](=O)[O-])c1O	111	75	-6	-0.2	101	108	95	94
COC(=O)C1CSC2c3ccccc3C(=O)N12 (configuration not stated)	96	113	-1	0.0	100	112	103	104
CCCC(=O)N=c1sc2c(OC)ccc(OC)c2n1C	107	111	3	-0.1	99	108	104	109
Cc1c(C(=O)N2CCCCC2)c(S(=O)(=O)N2c3ccccc3CC2C)c(C)n1C (configuration not stated)	113	94	3	-0.1	97	83	97	98
C=CCN=C1CCCc2c1[nH]c1ccc(C)cc21	90	116	1	0.0	101	99	94	90
N#Cc1nc(-c2ccccc2)oc1N1CCCCC1	113	84	2	0.0	102	91	104	106
CC(CN1CCCC1)OC(=O)c1cccc(F)c1 (configuration not stated)	110	84	-1	0.1	103	96	107	101
Cc1c(NS(=O)(=O)c2cc(C(=O)N3CCCC(C)C3)ccc2Cl)c(=O)n(-c2ccccc2)n1C (configuration not stated)	101	92	1	0.3	95	114	94	97
CCc1ccc(S(=O)(=O)NC(CC(=O)O)c2ccccc2)cc1 (configuration not stated)	103	95	-1	0.0	98	113	105	106
CCc1c(C)sc(NC(=S)N2CCN(S(C)(=O)=O)CC2)c1C(=O)OC	103	103	5	-0.1	103	111	102	105
CCc1nnc(NC(=O)CCN2C(=O)c3ccccc3S2(=O)=O)s1	89	96	-1	0.1	95	113	95	92
CCN1CCN(C(=O)CN(CC)S(=O)(=O)c2ccc(F)cc2)CC1	nt	82	-1	0.1	114	86	110	96
CCOC(=O)CC(NS(=O)(=O)c1ccc2[nH]c(=O)sc2c1)c1ccc(C)cc1 (configuration not stated)	104	99	11	0.1	98	81	96	104
COC(=O)Nc1ccc(=O)n(Cc2c(Cl)cccc2Cl)c1	99	108	3	-0.1	99	101	97	105
CCOC(=O)C1(Cc2ccc(Cl)cc2)CCN(C(=O)CCc2cnccn2)CC1	88	96	1	-0.1	85	122	94	nt
O=C(C[n+]1ccc2ccccc2c1)Nc1cc(C(F)(F)F)ccc1Cl	112	103	26	3.3	94	59*	103	104
Oc1ccc2ccccc2c1/C=N/n1cnnc1	89	99	30	0.0	104	126	101	100
COc1ccc(OC)c(N(CC(=O)NCCSc2ccccc2)S(C)(=O)=O)c1	99	98	0	-0.2	100	104	97	100
COc1ccc(-n2nc3ccc(N)cc3n2)cc1Cl	?	96[may fluoresce violet]	13	0.1	101[may fluoresce violet]	110	102[may fluoresce violet]	72[may fluoresce violet]
CC(C)c1ccccc1OCC(=O)N1CCCCCCC1	96	93	0	0.1	99	91	101	97
CC(C)(C)NC(=O)C(=O)N/N=C/c1ccc(Br)cc1	93	92	0	-0.1	93	99	94	97
Cn1cnnc1Sc1nc2ccccc2nc1NS(=O)(=O)c1ccccc1	111	105	11	0.0	106	108	109	108
CN1CCC(N(CCc2ccccc2)C(=O)CCC(=O)O)CC1	100	100	0	-0.2	102	99	100	98
O=C(Nc1ccccc1N1CCCCC1)c1ncoc1-c1cccc(F)c1	100	120	28	-0.2	100	66	117	108
O=C(CCl)Nc1cc(-c2ccccc2)nn1-c1ccccc1	69	127	2	0.1	91	104	95	90

Of the compounds above, these contain fluorine:
SMILES	CIT2 TOR yeast	LAP4-GFP MLPCN	AHR act	Efflux pump inh	RPL19A TOR yeast	Yeast superoxide	MEP2-GFP yeast	AGP1 TOR yeast
Cc1ccc2c(c1)C(c1ccccc1)N(C(=O)c1ccc(F)cc1)CC(=O)N2 (configuration not stated)	102	106	0	-0.2	100	73	92	105
O=C(Cc1cccs1)N1CCN(S(=O)(=O)c2ccc(F)cc2)CC1	90	97	0	0.2	96	107	105	96
O=C(CCNC(=O)c1ccc([N+](=O)[O-])cc1)Oc1ccc(F)c(F)c1	93	94	0	0.3	100	112	104	95
O=C(Cn1nnc(-c2cccs2)n1)Nc1ccccc1C(F)(F)F	97	104	1	-0.1	90	96	102	88
CC(CN1CCCC1)OC(=O)c1cccc(F)c1 (configuration not stated)	110	84	-1	0.1	103	96	107	101
CCN1CCN(C(=O)CN(CC)S(=O)(=O)c2ccc(F)cc2)CC1	nt	82	-1	0.1	114	86	110	96
O=C(C[n+]1ccc2ccccc2c1)Nc1cc(C(F)(F)F)ccc1Cl	112	103	26	3.3	94	59*	103	104
O=C(Nc1ccccc1N1CCCCC1)c1ncoc1-c1cccc(F)c1	100	120	28	-0.2	100	66	117	108

Assay outcomes: PubChem, several laboratories
